FXIIa single: blocks human coagulation factor XIIa activity. inhibition, % at 10 µM. AID 701. P00748. 33,000 compounds, 0.2% hits. purified human FXIIa, AMC substrate fluorescence, 2 h; in the data active = inhibition above about 30%;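 note: 0% = enzyme with vehicle only and 100% = no enzyme blank; many of its hits are not listed in these tables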
FXIa single inh: inhibitors of human coagulation factor XIa | 33,000 compounds, 0.3% hits | AID 687 | purified human FXIa, fluorogenic AMC substrate cleavage | P03951 | inhibition, % at 10 µM;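 active = inhibition above 40% in the primary screen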;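 note: 0% = enzyme without compound and 100% = blank wells lacking enzyme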
Target sequence (P03951 19-387 limits assumed): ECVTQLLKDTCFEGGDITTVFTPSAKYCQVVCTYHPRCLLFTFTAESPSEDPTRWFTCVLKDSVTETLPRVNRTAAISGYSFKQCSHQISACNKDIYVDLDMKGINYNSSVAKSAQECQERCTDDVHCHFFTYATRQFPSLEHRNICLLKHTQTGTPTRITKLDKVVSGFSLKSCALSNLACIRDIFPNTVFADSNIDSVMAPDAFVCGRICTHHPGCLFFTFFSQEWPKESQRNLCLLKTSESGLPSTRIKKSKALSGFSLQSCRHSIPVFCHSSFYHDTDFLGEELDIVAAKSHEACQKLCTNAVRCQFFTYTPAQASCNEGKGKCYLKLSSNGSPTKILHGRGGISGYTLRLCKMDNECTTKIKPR
Target sequence (P03951 388-625 limits assumed): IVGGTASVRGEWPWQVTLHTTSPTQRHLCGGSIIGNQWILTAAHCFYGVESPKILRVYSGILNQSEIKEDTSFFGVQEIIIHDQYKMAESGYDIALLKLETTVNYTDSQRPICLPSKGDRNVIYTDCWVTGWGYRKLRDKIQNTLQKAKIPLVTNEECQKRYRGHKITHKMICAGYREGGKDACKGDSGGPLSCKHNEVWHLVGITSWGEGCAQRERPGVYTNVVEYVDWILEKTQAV
* marks the source's active call; other numbers are inactive results. This is a subset. The share of hits here may be higher or lower than overall.

SMILES | FXIIa single | FXIa single inh
CCOC(=O)CSc1nnc(NC(=O)c2cccc(S(=O)(=O)N3CCCCC3)c2)s1 | 10 | 0
O=C(Nc1ccc(S(=O)(=O)NC2CCCCC2)cc1)c1ccc(Br)o1 | 5 | -3
CCOC(=O)c1c(NC(=O)C2CCCO2)sc(C(=O)OC(C)(C)C)c1C (stereo not given) | 1 | 1
O=S(=O)(c1ccccc1)c1nc(-c2cccs2)oc1NCCCn1ccnc1 | 11 | 1
COc1ccc(OC)c(N(CC(=O)Nc2ccccc2C(=O)NCc2ccco2)S(C)(=O)=O)c1 | -5 | -6
CC(C)Oc1nc(-c2ccccc2O)nc2ccccc12 | 5 | 0
FC(F)Oc1ccc(/C=N/c2c(-c3ccc(OC(F)F)cc3)nc3n2CCS3)cc1 | 10 | 2
COc1ccc(OC)c(NC(=O)COC(=O)/C=C/c2c(C)nn(C3CCS(=O)(=O)C3)c2Cl)c1 (stereo not given) | 3 | -5
O=C(Nc1cccc(C(F)(F)F)c1)c1cc2ncc(Br)cn2n1 | 6 | -10
CCOC(=O)c1c(N)c(C#N)c2n1CCCC2 | 3 | 2
COc1cccc(NC(=O)CCN2C(=O)c3ccccc3S2(=O)=O)c1 | 15 | -2
COc1ccc(/C=C2\CCc3ccccc3C2=O)cc1Cn1nc(C)cc1C | 8 | 3
COC(=O)/C=c1/sc2n(c1=O)CCN=2 | 3 | -3
O=C(Cc1cnn(-c2ccccc2)c1)c1ccc(O)c(O)c1O | -9 | 20
CC(NO)/C(=N\O)c1cccs1 (stereo not given) | 8 | 3
Fc1ccc(-c2cnc[nH]2)cc1 | 7 | 7
COc1ccc(-c2ncccc2O)cc1 | 7 | 1
CC(NC(=O)Cn1cc(C(=O)C2CC2)c2ccccc21)c1ccccc1 (stereo not given) | 8 | 0
Cc1cccc(NC(=O)CC2SC(=O)N(c3ccccc3)C2=O)c1 (stereo not given) | 10 | 1
O=C(CCCN1C(=O)c2ccccc2C1=O)Nc1nccs1 | 3 | -5
CC(NC(=O)CCSc1nc(-c2ccco2)cc(C(F)(F)F)n1)c1ccccc1 (stereo not given) | 4 | -5
Nc1ccc(-n2nncc2-c2ccco2)cc1 | 6 | 2
O=C(Nc1ccc2oc(-c3ccc4ccccc4c3)nc2c1)c1cccs1 | 3 | -9
CC1=CC(C)C2C(=O)N(O)C(=O)C2C1 (stereo not given) | 5 | 6
CS(=O)(=O)N(CC(=O)N1CCCCCC1)Cc1ccc(Cl)cc1 | 12 | -3
CNc1c(N)n(Cc2ccccc2)c(=O)[nH]c1=O | 4 | 4
CCN(c1ccc(C)c(C)c1)S(=O)(=O)c1c(C)[nH]c(=O)[nH]c1=O | 5 | 10
CCC(C)(C(=O)NC1CCCCC1)N(Cc1ccco1)C(=O)Cc1cccs1 (stereo not given) | 2 | -4
CCOC(=O)N1CCN(C(=O)c2ccc(N(Cc3ccccc3)S(C)(=O)=O)cc2)CC1 | 5 | 11
Cn1c(SCC(=O)Nc2nccs2)nnc1-c1ccc(S(=O)(=O)N2CCCC2)cc1 | -5 | -2
O=C(COc1ncnc2c(Cl)cc(Cl)cc12)NCCC1=CCCCC1 | 6 | -6
CCOC(=O)N1CCN(C(=O)CN(c2ccc(OC)cc2)S(C)(=O)=O)CC1 | 5 | -4
CCOC(=O)C1C(=O)CC(C)(O)C(C(=O)OCC)C1c1ccc(F)cc1 (stereo not given) | 11 | 2
CCOc1ccc(N/C(=C(/C(Cl)=C(Cl)Cl)[N+](=O)[O-])n2cncn2)cc1 | 1 | -5
CC(C)NC(=O)CSCc1c(F)cccc1Cl | 9 | 1
COc1cccc(C(=O)N2CCN(Cc3cc(Br)ccc3OC)CC2)c1 | 6 | -2

Single records, as listed above:
CCN(c1ccc(C)c(C)c1)S(=O)(=O)c1c(C)[nH]c(=O)[nH]c1=O reads FXIIa single: 5; FXIa single inh: 10
CCOc1ccc(N/C(=C(/C(Cl)=C(Cl)Cl)[N+](=O)[O-])n2cncn2)cc1 reads FXIIa single: 1; FXIa single inh: -5

Continuation.
SMILES | FXIIa single | FXIa single inh
CCN(CC)S(=O)(=O)c1ccc(NC(=O)c2ccc(CN3CCOCC3)cc2)cc1 | 5 | 0
COc1ccc(C(C)C)cc1S(=O)(=O)Nc1ccccn1 | 6 | -9
CC(NC(=O)c1ccc(Cl)s1)C1CCCO1 (stereo not given) | 0 | -5
COC(=O)c1cccnc1NC(=S)NNC(=O)c1ccncc1 | 0 | 0
COc1cc(C2/C(=C(\O)c3cc(C)ccc3C)C(=O)C(=O)N2CCN(C)C)ccc1O (stereo not given) | -17 | 2
Cc1ccc(SCCNC(=O)C(C)C)cc1 | 4 | -2
Cc1cc(C)c(NC2=NS(=O)(=O)c3ccccc32)c(C)c1 | 4 | 2
CCOc1cccc2cc(C(=O)Nc3cc(C)on3)c(=O)oc12 | 9 | -1
COc1nc(OCCNC(C)=O)nc(N(C)C)n1 | -16 | 21
CCOc1cc(/C=C2/NC(=O)N(CC(=O)Nc3cccc(C)c3)C2=O)ccc1O | 3 | -1
Cc1ccc(CCNC(=O)C2CCCN(S(=O)(=O)c3cccs3)C2)cc1 (stereo not given) | 5 | -1
Cc1ccc(S(=O)(=O)Oc2ccc3c(c2)O/C(=C\c2cccnc2)C3=O)cc1 | 7 | -9
O=C(Oc1cc(-c2ccccc2)no1)c1ccc(Cl)cc1 | 2 | -2
O=C(CCN1C(=O)c2ccccc2S1(=O)=O)Nc1nc2c(s1)CCCC2 | 3 | -7
COCCCNC(=O)CN(c1cc(Cl)cc(Cl)c1)S(C)(=O)=O | -14 | -2
O=[N+]([O-])c1cccc(N=NN(CCO)c2cccc([N+](=O)[O-])c2)c1 | 2 | 11
CCOC(=O)Nc1cccc(C(=O)O)c1 | -9 | -3
C=CCn1c(SCc2nnc(-c3ccccc3)o2)nnc1C(O)c1ccccc1 (stereo not given) | 5 | 0
c1ccc(NCc2cccnc2)cc1 | 4 | -7
CCCC(=O)Nc1ccccc1NC(=O)CN(C)S(=O)(=O)c1ccccc1 | 4 | 0
COc1ccc(CN(CC(=O)NCC2CCCO2)C(=O)CCC(=O)Nc2cc(C)ccn2)cc1 (stereo not given) | -1 | -5
Clc1ccc(Cn2cc(Br)cn2)cc1Cl | 0 | 1
CCCSc1nc(-n2ncc(C#N)c2N)c2c3c(sc2n1)CCC(C)C3 (stereo not given) | 8 | 2
CCN(CC)C(=O)CN1C(=O)COCC1=O | 9 | -7
C/C(=N/Oc1nc(C)cc(C)n1)c1ccc(Cl)cc1Cl | 0 | 0
Cc1ccc(OCC(=O)Nc2ccc(S(=O)(=O)N3CCN(C)CC3)cc2)cc1 | -7 | 1
CCOC(=O)CN(C(=O)CSc1nnc2c(n1)[nH]c1ccc(F)cc12)c1ccccc1 | 4 | -3
CCNC(=O)c1ccc2c(c1)S(=O)(=O)c1ccccc1C2=O | 5 | 7
O=C(Nc1ccc(Cl)cn1)c1ccc(COCC(F)(F)C(F)F)o1 | 4 | 7
O=C(CCc1nc(-c2ccccc2)no1)NC1CCCCC1 | -3 | -9
O=C(OCCN1C(=O)c2ccccc2C1=O)C1CCN(S(=O)(=O)c2cccs2)CC1 | 2 | -6
CC(C)c1ccccc1OCCNS(C)(=O)=O | 7 | -4
Cc1ccc(-n2c(SCC(=O)NCc3ccco3)nc3sc4c(c3c2=O)CC(C)(C)SC4)cc1 | 4 | 23
N#Cc1nc(COc2ccccc2Cl)oc1NCc1ccco1 | 11 | -3
COC(=O)c1cccc(NS(=O)(=O)c2cccs2)c1C | -4 | -3
COc1cccc(-c2nn(-c3ccccc3)cc2C(=O)Nc2nccs2)c1 | -3 | 2
CC1CN(S(=O)(=O)c2cccc(C(=O)NCCCn3ccnc3)c2)CC(C)O1 (stereo not given) | 3 | 5
CCCCn1nnnc1SCC(=O)NCc1ccccc1 | 8 | -2
COc1ccc(Cn2c(C)c(C)c(C#N)c2NC(=O)Nc2ccc(Cl)cc2)cc1 | 4 | 4
CCCOC(=O)Nc1ccc(N2CCCCC2)cc1 | 5 | 10
CS(=O)(=O)N(CC(=O)N1CCN(c2ccccc2)CC1)c1cc(C(F)(F)F)ccc1Cl | 8 | 0
CSc1nc(Oc2ccc(=O)n(C)n2)nc(N(C)C)n1 | 1 | -9
Cc1ccccc1-c1ccc(=O)n(CC(=O)Nc2ccc(C(=O)N3CCCC3)cc2)n1 | 9 | 5
O=C(CCN1C(=O)COc2ccccc21)NCCN1CCOCC1 | 8 | 4
COc1ccccc1CNc1ccc(C(=O)O)cc1 | -3 | -3
COc1ccc(C(C)NC(=O)C2C(=O)NC3(C)CC2c2ccccc2O3)cc1 (stereo not given) | 4 | -3
Fc1ccc(NCc2cccnc2)cc1F | 7 | 15
CCOC(=O)c1ccc(NC(=O)N2CCN(C3CCCCC3)CC2)cc1 | 5 | -13
O=C(CN1CCC(Cc2ccccc2)CC1)Nc1ccc2c(c1)OCCO2 | 4 | -7
O=C(O)C1CC(=O)N(C2CCCCC2)C1c1ccccc1 (stereo not given) | 9 | 6
Cc1nc(SCC(=O)c2ccccc2)c(C#N)c(-c2ccco2)c1C(=O)NCc1ccco1 | 6 | 2
Cc1cccc(N(CC(O)CN(C)C)S(=O)(=O)c2ccccc2)c1 (stereo not given) | -12 | -14
Cc1[nH]c(=O)[nH]c(=O)c1NC(=O)c1cccs1 | -11 | 0
Cc1nnc(SCC(=O)Nc2nccs2)[nH]c1=O | 4 | -1
Cc1ccc(-c2nn(CC(=O)Nc3cccnc3)c(=O)c3ccccc23)cc1 | 3 | -1
CCOC(=O)CSc1nnc(-c2ccc(S(=O)(=O)NCc3cccs3)cc2)o1 | -12 | 0
CCc1cc2c(NCC(=O)O)ncnc2s1 | 8 | -1
Cc1cc(N/C=C2\CCCCC2=O)no1 | 6 | -2
Cn1c(-c2c(N)n(CCCc3ccccc3)c3nc4ccccc4nc23)nc2ccccc21 | -9 | -7
Cc1cc(C)n(Cc2ccc(C(=O)O)cc2)n1 | 2 | 5

A second format for 7 compounds above:
smiles	FXIIa single	FXIa single inh
CC1=CC(C)C2C(=O)N(O)C(=O)C2C1 (stereo not given)	5	6
CCN(c1ccc(C)c(C)c1)S(=O)(=O)c1c(C)[nH]c(=O)[nH]c1=O	5	10
CCCSc1nc(-n2ncc(C#N)c2N)c2c3c(sc2n1)CCC(C)C3 (stereo not given)	8	2
CCN(CC)S(=O)(=O)c1ccc(NC(=O)c2ccc(CN3CCOCC3)cc2)cc1	5	0
O=C(CCN1C(=O)COc2ccccc21)NCCN1CCOCC1	8	4
O=C(CCCN1C(=O)c2ccccc2C1=O)Nc1nccs1	3	-5
O=C(COc1ncnc2c(Cl)cc(Cl)cc12)NCCC1=CCCCC1	6	-6

The results go on.
SMILES | FXIIa single | FXIa single inh
CC(=O)Oc1ccc(N2C(=O)C3C4C=CC(CO)(O4)C3C2=O)cc1 (stereo not given) | -1 | -11
CCOC(=O)c1cc(NC(=O)CSCCO)ccc1Cl | 3 | 1
O=C(C1CC1)N(CCN(C(=O)C1CC1)c1ccccc1)c1ccccc1 | 9 | 6
O=C(c1ccc2c(c1)OCO2)N1CCN(c2ccccc2)CC1 | 3 | -3
CCN(CC)C(=O)C1CCCN(Cc2ccccc2)C1 (stereo not given) | -3 | 0
Cn1c(=O)c2c(nc(CN3CCN(Cc4ccccc4)CC3)n2Cc2ccc(Cl)cc2)n(C)c1=O | 0 | 0
Cc1csc(SCC(=O)Nc2ncc(Cl)c(C)c2Cl)n1 | 8 | -13
NC(=O)CSC1=Nc2ccccc2C2=NC(CC(=O)NCc3cccs3)C(=O)N12 (stereo not given) | -14 | -1
Cc1cc(N2CCN(S(=O)(=O)Cc3ccccc3)CC2)n2ncnc2n1 | 13 | 5
COc1ccccc1-n1nnnc1SCC(=O)Nc1cc(C)on1 | 5 | 4
Cc1ccc(S(=O)(=O)c2c(N)n(/N=C/c3ccco3)c3nc4ccccc4nc23)cc1 | -15 | 2
Cc1ccc(S(=O)(=O)NC(CC(C)C)C(=O)NCc2ccco2)cc1 (stereo not given) | 6 | -10
COc1ccc(CCNC(=O)c2n[nH]c(=O)c3ccccc23)cc1 | 3 | -10
CC(=O)Nc1ccc(C(=O)OCC(=O)NC(=O)NC(C)(C)C)cc1 | 8 | 8
CCN(CC)S(=O)(=O)c1cccc(C(=O)NC2CCCCC2)c1 | 5 | -3
COc1cccc(OC)c1-c1nnc(-c2cn(C)c3ccccc23)o1 | 5 | -2
Cc1ccc(C)c(NC(=S)NC(NC(=O)Cc2cccc3ccccc23)C(Cl)(Cl)Cl)c1 (stereo not given) | 4 | -2
C=CCn1c(SCc2nc3ccccc3c(=O)[nH]2)nc2ccccc2c1=O | 2 | 11
CN1CCN(C2OC(=O)c3ccccc32)CC1 (stereo not given) | 8 | 2
COc1ccc(-c2nc3c(=O)n(C)c(=O)[nH]c3n2CCc2ccccc2)cc1 | 5 | -6
CCCCOC(=O)Cn1c(=O)n(CC(=O)OCCCC)c2cc(C)ccc21 | 9 | 1
CCCn1c(=S)[nH]c2cc(OC)c(OC)cc2c1=O | -1 | -5
Cc1ccc(-c2nnn(CC(=O)N(CC3CCCO3)C(C(=O)NC3CCCC3)c3ccc(F)cc3)n2)o1 (stereo not given) | 7 | 20
CCCCOc1ccc(C(=O)Oc2ccc(C)nc2)cc1 | -13 | -11
O=C1NC(c2cccs2)Nc2ccccc21 (stereo not given) | 4 | 18
CCOC(=O)c1ccc(Oc2nc(NC(C)(C)C)nc(N(C)C)n2)cc1 | 2 | -1
Cc1ccc(C(=O)CCCn2nnc(-c3cccnc3)n2)cc1C | 6 | 0
Cc1ccc(CSc2ncn(-c3ccccc3)n2)cc1 | 3 | 0
CCOc1ccc(-n2c(C)nnc2SCC(=O)N(CC)CC)cc1 | 18 | -1
COc1cccc(CNC(=O)C2CCN(Cc3cnn(-c4ccccc4)c3-n3cccc3)CC2)c1 | -12 | -12
O=C(Nc1cccc2ncccc12)C12CC3CC(CC(C3)C1)C2 | 7 | -6
COc1ccc(C(=O)Nc2ccc(CN3CCOCC3)cc2)cc1 | 0 | -8

Source: PubChem
